KDM5B inhibitor = KDM5B demethylase inhibition. Q9UGL1. KDM5B demethylase, FDH-coupled NADH fluorescence (FDH is formaldehyde dehydrogenase). Potency, µM (doses to about 57.7 µM), for the others: at the highest dose activity change, negative = inhibition, hits mostly inhibitors. 220,000 tested, 2.6% active; active means well fitted inhibition curve with a large enough effect; inconclusive means small, poorly fitted or top-dose-only effect; inactive means no such curve, though single readings can be large or run the other way; further: 0% is about no effect; nearly all actives have a fitted effect of over 70% in size
Target sequence (Q9UGL1 whole entry, looked up): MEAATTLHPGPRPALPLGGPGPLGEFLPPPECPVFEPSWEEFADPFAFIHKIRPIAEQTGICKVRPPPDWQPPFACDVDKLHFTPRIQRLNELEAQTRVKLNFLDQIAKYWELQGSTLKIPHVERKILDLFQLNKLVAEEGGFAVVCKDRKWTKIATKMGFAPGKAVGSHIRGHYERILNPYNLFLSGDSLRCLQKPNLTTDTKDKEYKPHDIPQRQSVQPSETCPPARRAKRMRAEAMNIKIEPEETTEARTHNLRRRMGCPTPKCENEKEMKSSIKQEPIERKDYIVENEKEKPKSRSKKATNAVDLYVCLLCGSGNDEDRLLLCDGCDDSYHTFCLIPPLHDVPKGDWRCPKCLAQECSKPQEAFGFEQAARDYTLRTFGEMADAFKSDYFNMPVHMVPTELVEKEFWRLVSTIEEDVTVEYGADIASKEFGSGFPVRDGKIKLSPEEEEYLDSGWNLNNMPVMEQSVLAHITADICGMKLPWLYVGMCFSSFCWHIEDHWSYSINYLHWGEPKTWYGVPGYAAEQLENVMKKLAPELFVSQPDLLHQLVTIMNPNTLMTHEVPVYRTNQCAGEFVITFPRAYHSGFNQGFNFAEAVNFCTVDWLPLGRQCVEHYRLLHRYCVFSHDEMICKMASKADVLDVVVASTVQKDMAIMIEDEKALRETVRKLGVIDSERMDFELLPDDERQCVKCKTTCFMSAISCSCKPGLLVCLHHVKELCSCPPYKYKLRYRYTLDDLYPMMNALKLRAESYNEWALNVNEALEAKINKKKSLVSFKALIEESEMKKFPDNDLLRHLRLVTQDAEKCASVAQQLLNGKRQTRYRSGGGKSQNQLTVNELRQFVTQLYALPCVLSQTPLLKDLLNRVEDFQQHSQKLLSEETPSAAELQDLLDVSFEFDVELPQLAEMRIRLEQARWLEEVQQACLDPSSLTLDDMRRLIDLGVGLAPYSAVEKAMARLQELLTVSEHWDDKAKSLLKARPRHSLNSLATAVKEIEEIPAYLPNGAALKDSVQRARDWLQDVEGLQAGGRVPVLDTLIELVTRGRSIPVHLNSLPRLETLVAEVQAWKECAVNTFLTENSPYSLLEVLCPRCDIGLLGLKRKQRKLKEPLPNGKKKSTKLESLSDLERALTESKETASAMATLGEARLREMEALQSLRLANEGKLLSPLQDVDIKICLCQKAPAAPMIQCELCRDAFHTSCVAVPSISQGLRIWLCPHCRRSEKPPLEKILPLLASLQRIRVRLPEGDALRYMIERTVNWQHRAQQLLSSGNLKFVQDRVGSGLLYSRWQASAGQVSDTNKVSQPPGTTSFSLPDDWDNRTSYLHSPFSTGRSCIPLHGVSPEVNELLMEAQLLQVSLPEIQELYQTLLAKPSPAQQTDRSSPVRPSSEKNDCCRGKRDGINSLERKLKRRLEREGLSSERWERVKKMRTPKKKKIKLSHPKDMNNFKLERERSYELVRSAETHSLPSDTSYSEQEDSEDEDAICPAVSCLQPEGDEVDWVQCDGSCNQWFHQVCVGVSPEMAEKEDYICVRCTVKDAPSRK
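Measured: NADH fluorescence change, 30 min, RT. System: KDM5BΔAP 200 nM final, H3K4me3 peptide, α-KG, Fe(II), ascorbate, NAD⁺ plus FDH, pH 7.5 HEPES. Compounds: titrated, 10 min pre-incubation with enzyme.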
* = called active by the depositor; i = inactive; ? = inconclusive; & = joins results of further samples; [ ] = remark or other dose. Potency means the concentration at half of the fitted maximal effect.

SMILES	KDM5B inhibitor
N#Cc1ccc(Cn2c(=O)oc3ccccc32)cc1	-46%
COCCn1c(=O)[nH]c(=O)c2c3c(cnc21)C(=O)CC(c1cccs1)C3 (stereo unspecified)	?
O=C(CC1N=C2c3ccccc3N=C(SCc3cccc(F)c3)N2C1=O)NCc1cccs1 (stereo unspecified)	-24%
CCOC(=O)c1ccc(NC(=O)Cn2nc(C)c3nn(-c4ccc(Cl)cc4)c(C)c3c2=O)cc1	-26%
CC(C)NC(=O)C(NC(=O)c1ccc2c(c1)OCO2)C1CCN(C(=O)c2ccc(F)cc2)CC1 (stereo unspecified)	-6%
CCn1c(=O)cc(OCC(=O)N2CCN(c3ccc(OC)cc3)CC2)c2ccccc21	-28%
COc1cc(Nc2nc(N3CCN(c4ccccc4)CC3)c3nccnc3n2)cc(OC)c1OC	18%
CC(C)(C)c1ccc(OCC(=O)Nc2c(C(=O)c3ccc(F)cc3)oc3ccccc23)cc1	-8%
Cc1cc2nc(/N=C(\N)NC(=O)Cc3ccccc3)nc(C)c2cc1C	7%
COc1cccc(NC(=O)c2ccc3c(=O)n4nc(Nc5ccccc5OC)sc4nc3c2)c1	-3%
C/C=C/CSc1nc2c(c(=O)[nH]c(=O)n2C)n1CCOC	-15%
Cc1ccc(-c2noc(-c3nnn(CC(=O)Nc4ccc(C)cc4Cl)c3N)n2)cc1	15%&-23%
Cc1cc(C(F)(F)F)nn1CC(=O)N1CCC(c2noc(-c3ccccn3)n2)C1 (stereo unspecified)	1%
CC(Sc1ccc(Br)cc1)C(=O)O (stereo unspecified)	-14%
O=C(Cn1c(=O)oc2ccccc21)NCc1ccccc1Cl	-8%
COc1ccc2c(CN3CCN(c4ccccc4OC)CC3)cc(=O)oc2c1	-7%
O=C(CSC1CS(=O)(=O)c2cc([N+](=O)[O-])ccc21)NNC(=O)c1ccccc1 (stereo unspecified)	24%
O=c1c2ccccc2n2c(-c3ccc(F)c(F)c3)nnc2n1CCc1ccccc1	17%&-18%
COc1ccc(C2=NOC3(CCN(Cc4ccc(F)cc4)C3)C2)cc1 (stereo unspecified)	-21%[86.2 µM]
CC1(C)CC(=O)C2=C(C1)OC(N)=C(C#N)C2c1ccc(F)cc1 (stereo unspecified)	7%
CCOC(=O)c1scc(-c2ccccc2)c1S(=O)(=O)N1CCN(c2ccccc2OC)CC1	-1%
CC(=O)NC(Cc1ccccc1)C(=O)NC(Cc1ccccc1)C(=O)O (stereo unspecified)	12%
CCOc1ccc2ccccc2c1/C=N/NC(=O)c1ccc(C)nc1	?
COc1ccccc1CN(C)C(=O)c1cnc(C)cn1	-5%
Cc1ccc(N2C(=O)[C@@H]3[C@H](C2=O)[C@H]2C=CC=NN2[C@@H]3C(=O)Nc2ccccc2)cc1	?
Cc1nn(CC(=O)Nc2ccccc2C(F)(F)F)c(=O)c2cccn12	1%
COc1cccc(Oc2coc3cc(OC(=O)c4ccc([N+](=O)[O-])cc4)ccc3c2=O)c1	?
Cc1ccc(-c2nnn(CC(=O)N(c3ccccc3)C(C(=O)NC3CCCC3)c3ccncc3)n2)o1 (stereo unspecified)	0%
COc1ccc(-c2cc(=O)n3[nH]c(C)c(-c4ccccc4)c3n2)cc1OC	-27%
C=CCNc1nc(C(=O)OCC(=O)NCC(=O)Nc2ccccc2Br)cs1	5%
Cc1noc(-c2ccc(OCc3ccc(F)cc3)cc2O)c1-c1ccc(Br)cc1	-28%
CCCCN(C(=O)C1Cc2ccccc2C(=O)O1)c1c(N)n(CCC)c(=O)[nH]c1=O (stereo unspecified)	12%
COc1ccccc1OCCNC(=O)c1cc2n(n1)CC(c1ccc(Cl)cc1)OC2 (stereo unspecified)	-37%
O/N=C/c1c(F)cccc1F	-5%
COc1cc(OC)cc(C(=O)NCCn2ccn3nc(-c4cccc(OC)c4)cc3c2=O)c1	?
O=C(Nc1ccc(C(=O)N2CCOCC2)cc1)Nc1cccc(C(F)(F)F)c1	31%
Cc1ccc(S(=O)(=O)c2nc(-c3ccccc3)oc2N2CCCCCC2)cc1	-10%
Cc1ccc(NC(=O)CNc2nc(Nc3ccc(C)cc3)nc(Nc3ccc(C)cc3)n2)cc1	?
CCC(C)n1c(=O)c2sccc2n2c(CCCC(=O)NCc3ccccc3Cl)nnc12 (stereo unspecified)	-17%
Cc1cccc(NC(=O)CSc2nc(=O)n(Cc3ccncc3)c3c2CCC3)c1C	4%

3 compounds out of the list above, ordered by the number in KDM5B inhibitor, descending.
Molecule	KDM5B inhibitor
Cc1ccc(-c2nnn(CC(=O)N(c3ccccc3)C(C(=O)NC3CCCC3)c3ccncc3)n2)o1 (stereo unspecified)	0%
COc1cccc(NC(=O)c2ccc3c(=O)n4nc(Nc5ccccc5OC)sc4nc3c2)c1	-3%
CC(C)NC(=O)C(NC(=O)c1ccc2c(c1)OCO2)C1CCN(C(=O)c2ccc(F)cc2)CC1 (stereo unspecified)	-6%

More compounds follow.
SMILES	KDM5B inhibitor
C[C@H]1[C@@H]2[C@@H](O)[C@H]([C@H](C)C(=O)N3CCCC3)CC[C@@]2(C)CC[C@@H]1NC(=O)c1cccc(F)c1	7%
CCOC(=O)c1cc(/C(C)=N/OC(=O)c2ccc(Cl)cc2)on1	14%
O=C(Nc1cccc(C(F)(F)F)c1)N[C@H]1[C@H](O)[C@@H](N2CCCCC2)[C@@H]2OC[C@H]1O2	-6%[86.2 µM]
CCc1ccc(C(=O)N(CCN(C)C)CC(=O)OC(C)(C)C)cc1	12%
Cc1ccccc1CNc1ccccc1C(N)=O	i
Cc1nn(C)c(C)c1CCC(=O)N1C[C@@H](Oc2ccccc2)C[C@H]1C(=O)N1CCCC1	0%
CN1CCN(C(=O)c2cc3cc(F)ccc3[nH]2)CC1	18%
CC(C)NC(=O)/C=C/c1cccc(Cl)c1	25%
O=C(COc1ccccc1Cl)NNC(=O)Cn1[nH]c(=O)c2ccccc2c1=O	-8%
COc1ccc(C(=O)N2C[C@@H](F)[C@@H](OCc3nc4ccccc4[nH]3)C2)cc1	18%[86.2 µM]
CN1CCN(C(=O)[C@@H]2CCC[C@@H](NCc3cccc4c3OCO4)CN(C)C(=O)C2)CC1	8%[86.2 µM]
CCCn1nc(C(=O)Nc2ccc(F)c(Cl)c2)c2ccccc2c1=O	-20%
CCOc1c(Br)cc(/C=C/c2ncc(C(=O)O)s2)cc1OC	?
COc1ccc([S+](=O)([O-])N2CCC3(CC2)OCCN(CC2CC2)C3=O)cc1	12%[86.2 µM]
CCOc1ccccc1C(=O)N1[C@@H]2CC[C@H]1CC(NC(=O)c1ccc(F)cc1)C2 (stereo partly specified)	17%
Cc1cccc(C(C)C)c1NC(=O)Cc1c[nH]c2ccccc12	10%
COc1cc(C)cc(OC)c1C(C(=O)O)N1CCN(CC2CC2)CC1 (stereo unspecified)	?
COc1ccc(NC(=O)c2cc(=O)c3cc(C)ccc3o2)cc1OC	0%
O=C(NC1CCCCC1)c1ccc2c(c1)N(Cc1ccccc1F)C(=O)c1ccccc1S2	-7%
Cc1ccccc1-n1nnnc1SCC(=O)c1ccc(Br)s1	-4%

Reprinted at random: five entries already listed
SMILES	KDM5B inhibitor
CCC(C)n1c(=O)c2sccc2n2c(CCCC(=O)NCc3ccccc3Cl)nnc12 (stereo unspecified)	-17%
Cc1nn(CC(=O)Nc2ccccc2C(F)(F)F)c(=O)c2cccn12	1%
C/C=C/CSc1nc2c(c(=O)[nH]c(=O)n2C)n1CCOC	-15%
O/N=C/c1c(F)cccc1F	-5%
O=C(NC1CCCCC1)c1ccc2c(c1)N(Cc1ccccc1F)C(=O)c1ccccc1S2	-7%

Copied from the list.
Cc1cccc(NC(=O)CSc2nc(=O)n(Cc3ccncc3)c3c2CCC3)c1C in KDM5B inhibitor has 4%
COc1cc(Nc2nc(N3CCN(c4ccccc4)CC3)c3nccnc3n2)cc(OC)c1OC in KDM5B inhibitor has 18%

(continued)
SMILES	KDM5B inhibitor
COc1ccc(NC(=O)CSCc2ccc(Cl)cc2)c(OC)c1	?
CCN(C(=O)c1cc2cc(Br)cc(OC)c2oc1=O)c1ccccc1	12%
CCCn1nc(C(=O)N(C)Cc2cccs2)c2ccccc2c1=O	-1%
COc1ccc(N(CC(=O)NC(C)c2ccccc2)S(=O)(=O)c2c(C)nn(C)c2C)cc1 (stereo unspecified)	8%
O=C(C1CCN(C(=O)N2CC3CC(C2)[C@H]2CCCC(=O)N2C3)CC1)N1CCN(C2CCCCC2)CC1 (stereo partly specified)	1%
COc1ccc(CN2CC(COc3ccccc3)C3(C2)CN(c2ccccc2)C3)cc1O (stereo unspecified)	32µM*
CN(C)c1ccc(C(=O)NCc2ccc3c(c2)CCO3)cc1	12%
CN(C)N1C(N)=C(C#N)C(c2ccc3c(c2)OCO3)C2=C1CCCC2=O (stereo unspecified)	23%
CC(C)(O)C#Cc1ccccc1C(=O)NC(CSCc1ccccc1)C(=O)O (stereo unspecified)	7%
CCCCNC(=O)NCC(=O)NCCC	19%
O=C(NCc1c[nH]c2ncccc12)c1ccc2c(c1)OCO2	-30%[86.2 µM]
CN1CCN(NC(=O)c2ccc(Br)cc2)CC1	-12%
CS(=O)(=O)N1CC2(CCN(CC3CCCCC3)CC2)Cc2ccccc21	14%[115 µM]
O=C(Nc1ccc(F)cc1)N[C@H]1[C@H](O)[C@@H](N2CCCCC2)[C@@H]2OC[C@H]1O2	3%[86.2 µM]
Clc1ccc2oc([C@H]3CCN(Cc4cccs4)C3)nc2c1	?
Cn1cnnc1CC1CCN(c2nnnn2-c2ccccc2)CC1	4%
O=C(Nc1ccc(F)cc1F)c1ccc2c(c1)n(Cc1cccc(F)c1)c(=O)c1ccnn12	-1%
O=C1CCCC2=C1C(c1ccc(O)c(Br)c1)C1=C(CCCC1=O)O2	19%
O=C(CSc1ncnc2sc3c(c12)CCCC3)Nc1ccc(F)cc1	8%
Cc1ccsc1C(=O)N1CCCC(c2nnnn2C)C1 (stereo unspecified)	?
Cc1cc(S(=O)(=O)N2CCOC23CCN(C(=O)c2ccccc2C(F)(F)F)CC3)ccc1F	15%
COc1ccc(OCc2cc(C(=O)N3CCSCC3)no2)c(Cl)c1	11%
CCc1c(C)sc2nc(N(CCO)CCO)n3nc(-c4ccccc4)nc3c12	?
CCCn1cc(-c2ccnc(NCc3cccc(C)c3)n2)c(C)n1	28µM*
N#Cc1ccccc1-c1cc2c(ccn2Cc2ccncc2)c(N2CCOCC2)n1	?
Cn1ccc(NC(=O)[C@@H]2C[C@H](c3ccc(F)cc3)N(Cc3ccccc3Cl)C2)n1	?
CCCCn1nc(C(=O)Nc2ccc(Cl)cc2C)c2ccccc2c1=O	-2%
COc1ccc(-c2noc([C@@H]3CCCN3C(=O)c3ccc(N(C)C)cc3)n2)cc1OC	?
CCOc1ccc(NS(=O)(=O)c2cc(-c3cnc(C)o3)ccc2C)cc1	5%
CCc1ccccc1NC(=O)CN1C(=O)CCc2cc(S(=O)(=O)N3CCCCC3)ccc21	-9%
O=C(CN(C1CCCCC1)S(=O)(=O)c1ccc(F)cc1)NCC1CCCO1 (stereo unspecified)	17%
CC(C)C(=O)N1CCC2(CC1)CC(N(Cc1ccccc1)C1CC1)CCO2 (stereo unspecified)	-3%
CCC(CC)c1nc(CN2C(=O)NC(c3ccc(OC)cc3)C3=C2COC3=O)no1 (stereo unspecified)	5%
CN1CCC(NC(=O)c2ccc(OC3CCNCC3)nc2)CC1	-6%
COc1cccc(CN2CCOC3CCN(CCCc4ccccc4)CC3C2=O)c1 (stereo unspecified)	7%[86.2 µM]
CCCc1noc(CCC(=O)Nc2ccccn2)n1	3%
CC(=O)c1cccc(NC(=O)c2ccc3c(c2)N(Cc2ccc(C)cc2)CCS3)c1	?
COc1ccc(C(C)NC(=O)c2noc(-c3ccc(F)cc3)n2)cc1OC (stereo unspecified)	-2%
COC(=O)[C@]12C[C@H](CC(=O)N3CCOCC3)C(=O)N(Cc3cccc4ccccc34)C1=C[C@H](C(C)C)O[C@@H]2C1CC1	2%
N#Cc1cccc(C(=O)N2C[C@@H](Oc3ccccc3)C[C@H]2C(=O)N2CCOCC2)c1	2%
COCCNC(=O)c1ccc(CC2CCN(C(=O)Cc3ccccc3)CC2)cc1	2%
CC(Sc1ncnc2nc[nH]c12)C(=O)NCCc1ccc(Cl)cc1Cl (stereo unspecified)	9%
CCc1ccc(-c2cc(C(F)F)n3nc(C)c(Br)c3n2)cc1	-1%
CCCCCCCCc1ccc(C(=O)CCN(C)C)cc1	?
CC(C)CCN1CCC(C2CCNC2)CC1 (stereo unspecified)	-24%
COc1ccc(C2C(C(=O)Nc3ccccc3OC)=C(C)Nc3nc(SC)nn32)cc1 (stereo unspecified)	1%
Cc1cc(C)n2ncc(C(=O)N3CCC(=O)N(CC4CC4)C(C(C)C)C3)c2n1 (stereo unspecified)	32µM*
O=C(O)CCC(=O)c1ccc(F)cc1	0%
Cc1ccc(C(=O)N2CCN(c3ccccc3)CC2)cc1NC(=O)c1nsc2ccccc12	-15%
O=C(CCc1ncc(-c2ccc(F)cc2)o1)NCCc1ccccc1	8%
O=C(c1ccc(F)c(Cl)c1)N1C[C@@H](CO)[C@H](c2ccccn2)C1	-1%

Rewritten as comma-separated lines: 6 of the compounds above
canonical_smiles,KDM5B inhibitor
CCc1ccc(-c2cc(C(F)F)n3nc(C)c(Br)c3n2)cc1,-1%
O=C(NCc1c[nH]c2ncccc12)c1ccc2c(c1)OCO2,-30%[86.2 µM]
CCOC(=O)c1cc(/C(C)=N/OC(=O)c2ccc(Cl)cc2)on1,14%
COc1ccc(C(C)NC(=O)c2noc(-c3ccc(F)cc3)n2)cc1OC (stereo unspecified),-2%
O=C(Nc1ccc(F)cc1)N[C@H]1[C@H](O)[C@@H](N2CCCCC2)[C@@H]2OC[C@H]1O2,3%[86.2 µM]
COc1ccc(C(=O)N2C[C@@H](F)[C@@H](OCc3nc4ccccc4[nH]3)C2)cc1,18%[86.2 µM]

Screening data from PubChem.

A portion of the library (hit frequency here may not be typical).
